NPY-Y1 antag = antagonists of human neuropeptide Y receptor Y1 | HEK293-CNG Y1 cells, membrane potential fluorescence; NPY at EC95, then isoproterenol | actives 1% (n = 200,000) | inhibition, % at 3.6 µM | P25929;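 active = inhibition above the campaign mean inhibition of all tested compounds plus 3 SD, cut at about 20% in these data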;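 also: 0% = DMSO wells given NPY plus isoproterenol and 100% = isoproterenol alone without NPY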
Target sequence (P25929 whole entry, looked up): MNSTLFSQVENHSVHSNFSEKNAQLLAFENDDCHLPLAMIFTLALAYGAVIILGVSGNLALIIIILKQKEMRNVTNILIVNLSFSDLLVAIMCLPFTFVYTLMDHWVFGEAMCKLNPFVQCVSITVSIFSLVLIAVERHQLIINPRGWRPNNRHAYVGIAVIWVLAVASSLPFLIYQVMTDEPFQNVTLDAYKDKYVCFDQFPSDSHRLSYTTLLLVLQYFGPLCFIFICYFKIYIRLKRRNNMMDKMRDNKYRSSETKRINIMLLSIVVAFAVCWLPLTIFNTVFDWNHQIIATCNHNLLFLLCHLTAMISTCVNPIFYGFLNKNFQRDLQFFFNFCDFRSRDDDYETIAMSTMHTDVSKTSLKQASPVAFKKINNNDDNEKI
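Material: Y1- and CNG-channel-expressing HEK293 cells / Probe or stimulus: NPY 25 nM then isoproterenol 1 µM plus Ro 20-1724 25 µM / Doses: 3.6 µM single dose, DMSO 0.4% / Schedule: compound incubation 1 h at room temperature, readout 45 min post-stimulation / Signal: membrane potential fluorescence / Benchmarks: isoproterenol-only wells as full block versus NPY-plus-isoproterenol wells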
NPY2 pot ag = potentiators or agonists of human neuropeptide Y receptor Y2; activation, % at 3.6 µM; actives 0.45% (n = 220,000); P49146; cells expressing NPY-Y2, potentiator/agonist read-out; AID 1359; in the data active = activation above about 27%;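 also: cells stimulated with NPY near EC25 plus isoproterenol at EC100; 0% = vehicle plus submaximal agonist and 100% = vehicle plus saturating agonist; some results beyond the cut were filed as inactive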
Target sequence (P49146 whole entry, looked up): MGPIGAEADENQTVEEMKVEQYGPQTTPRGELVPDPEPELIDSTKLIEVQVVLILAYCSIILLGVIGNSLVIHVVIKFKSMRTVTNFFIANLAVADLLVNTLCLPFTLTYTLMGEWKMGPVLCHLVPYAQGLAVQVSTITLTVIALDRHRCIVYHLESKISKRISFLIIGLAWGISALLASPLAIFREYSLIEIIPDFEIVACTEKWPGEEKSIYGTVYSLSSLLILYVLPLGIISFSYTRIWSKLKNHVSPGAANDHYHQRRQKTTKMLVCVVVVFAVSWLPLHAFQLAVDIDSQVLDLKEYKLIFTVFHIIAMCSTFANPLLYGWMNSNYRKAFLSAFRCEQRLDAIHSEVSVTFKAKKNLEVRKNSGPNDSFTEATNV
Runt-CBFb FRET = Runt domain-CBFb interaction inhibition | Cerulean-Runt/Venus-CBFb FRET ratio 530/480, 1 h | inhibition, % at 20 µM | actives 0.46% (n = 220,000) | Q01196+Q13951 | AID 1496;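 active = inhibition over about 50% at 20 µM in the single-dose screen, limit read from the data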;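 also: 0% = DMSO wells and 100% = excess unlabeled CBFb competitor control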
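Assay system: Cerulean-Runt domain fusion protein, energy donor; Signal: fluorescence energy transfer, 422 nm excitation, 530/480 nm emission; Timing: 1 h compound exposure, room temperature; Control set: unlabeled CBFb; Medium: Tris buffer pH 7.5 with salts and BSA; Compound: single test concentration of 20 µM, 1% DMSO final; Probe or stimulus: Venus-CBFb 100 nM.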
NPY1 pot ag = potentiates or activates human NPY-Y1 receptor. activation, % at 3.6 µM. AID 1304. P25929. NPY-Y1 expressing cells, potentiator/agonist activation. actives 0.37% (n = 220,000); in the data active = activation above about 33%, passing the limit was not always enough;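 also: cells stimulated with NPY at EC10 then isoproterenol at EC100; 0% = low agonist plus stimulus and 100% = saturating agonist plus stimulus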
MDM2 E3 inh = Mdm2 E3 ligase (human) inhibition; Q00987; cell-based MDM2 ubiquitination luciferase reporter, 2 h; 0 = plate control, 100 = twice control, blank-subtracted; signal enhancement, % at 5 µM; actives 0.11% (n = 210,000);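 active = signal enhancement of 30% or more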;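 also: luminescence tracks abundance of the self-degrading MDM2-luciferase fusion protein; higher signal means inhibition of MDM2 E3 ligase activity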
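Test system: mammalian cells stably expressing self-ubiquitinating, self-degrading MDM2 E3–luciferase fusion; Amount: 2000 cells in each well; Medium: DMEM; Schedule: 4 h settle plus 2 h compound, 37 °C; Technique: SteadyLite luciferase luminescence after 15 min room-temperature reagent incubation; Benchmarks: plate control and blank wells.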
RBBP9 inhibitor = inhibitors of human serine hydrolase RBBP9; O75884; recombinant RBBP9, FP-Rh probe fluorescence polarization; inhibition, % at 7.94 µM; actives 0.2% (n = 220,000); AID 1515;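 active = inhibition above the campaign mean of all tested compounds plus 3 SD, cut at about 14% in these data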;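 also: plate controls were DMSO wells with RBBP9 for no effect and wells lacking RBBP9 protein for full effect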
Target sequence (O75884 whole entry, looked up): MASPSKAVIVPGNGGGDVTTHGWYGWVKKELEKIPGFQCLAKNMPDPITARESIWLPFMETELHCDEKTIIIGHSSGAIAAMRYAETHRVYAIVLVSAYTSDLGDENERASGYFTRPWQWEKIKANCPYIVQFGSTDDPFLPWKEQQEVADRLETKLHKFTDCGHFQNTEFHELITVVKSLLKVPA
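Test system: recombinant human RBBP9. Quantity: 2.5 µM RBBP9 dispensing solution, before mixing. Detection: FP readout at 525/598 nm. Reagent: Serine-hydrolase probe FP-Rh, 375 nM pre-mixing. Measure: % inhibition. Control set: DMSO-treated enzyme wells and wells lacking RBBP9. Buffer or medium: Tris-NaCl-Pluronic buffer, pH 8.0. Times: preincubation 30 min plus labeling 45 min at 25 °C.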
p97 ATPase inh = inhibitors of human p97 ATPase; P55072; recombinant p97 ATPase, Kinase-Glo ATP luminescence, 3 h; inhibition, % at 8 µM; actives 0.42% (n = 220,000); AID 1481; in the data active = inhibition above about 15%;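 also: 0% = DMSO vehicle and 100% = wells lacking enzyme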
Hck-Nef inh = human Hck-Nef kinase inhibition; P08631; Recombinant Hck-YEEI plus Nef, Z-Lyte FRET kinase assay; inhibition, % at 20 µM; actives 0.68% (n = 220,000);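 active = Hck-Nef kinase inhibition above about 50%, limit read from the data; inactive = inhibition below that limit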;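 also: 0% = DMSO with Hck plus Nef and 100% = Hck alone without Nef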
Runt-SMMHC FRET = blocks binding of human RUNX1 Runt domain to CBFb-SMMHC. Q01196+Q13951. Cerulean-Runt/Venus-CBFb-SMMHC FRET ratio 530/480, 1 h. inhibition, % at 20 µM. actives 0.74% (n = 220,000). AID 1434;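 active = mean inhibition across duplicate retests at 20 µM reaching about 50%, limit read from the data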;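 also: 0% = DMSO wells and 100% = wells with excess untagged CBFb-SMMHC; inhibitors lower the FRET ratio by blocking Runt binding to CBFb-SMMHC; some results filed as inactive read as strong as hits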
The depositor's hits bear a star; x = not tested or not shown.

SMILES	NPY-Y1 antag	NPY2 pot ag	Runt-CBFb FRET	NPY1 pot ag	MDM2 E3 inh	RBBP9 inhibitor	p97 ATPase inh	Hck-Nef inh	Runt-SMMHC FRET
O=C(NCc1ccccn1)c1ccc(N2CCCC2)c([N+](=O)[O-])c1	-2	12	0	17	-12	-3	4	5	0
Cc1[nH]c2ccccc2c1CN1CCN(c2ccccn2)CC1	x	-7	1	-15	-13	-4	2	18	-3
CCOC(=O)c1sc(N)c(C#N)c1CSc1nnc(C2CC2)n1N	-3	7	1	1	-16	-9	-4	0	0
O=[N+]([O-])c1ccc(Nc2ccc(N3CCOCC3)cc2)c([N+](=O)[O-])c1	-1	9	0	0	-6	0	4	21	-6
Cc1ccc(CNC(=O)COC(=O)CCCOc2ccc(Cl)cc2Cl)cc1	-7	-3	-6	-20	10	-4	0	8	-4
Nc1cc(N)nc(SCCN2CCCCC2)n1	-7	-2	-1	3	-6	1	7	-2	-2
CN(C)CCN(C(=O)c1ccc2c(c1)OCCO2)c1nc2ccc(Cl)cc2s1	5	-5	-3	-2	-10	-2	0	-33	-1
COc1ccc(S(=O)(=O)N2CCC(C(=O)N3CCc4ccccc4C3)CC2)cc1Cl	7	-5	1	-6	-11	-4	-3	-13	0
O=C(N/N=C\c1ccc(O)c([N+](=O)[O-])c1)C1COc2ccccc2O1 (configuration not stated)	x	-4	-1	15	-2	-6	6	7	-1
COc1cccc(-n2c([S-])c(C(=O)Nc3ccc(S(=O)(=O)N4CCOCC4)cc3)[n+]3cc(C(N)=O)ccc23)c1	x	-24	0	-8	-6	2	9	27	-8
CCC(=O)Nc1ccc(SC#N)cc1C	-2	-18	27	-14	-16	3	0	-18	11
CC(=O)N1CC=CC1(CC(C)C)C(=O)NCCN1CCOCC1 (configuration not stated)	-1	-7	1	-1	x	-6	-3	-9	1
O=C(Nc1ccccc1Cl)Nc1cccnc1Cl	-2	-1	x	4	-15	-4	1	-6	1
Cc1ccc2c(c1)C(C)CC(C)(C)N2C(=O)NC1CCCCC1 (configuration not stated)	-4	-7	1	10	5	-3	5	0	-3
CCOc1ccc(CC(=O)Nc2nccs2)cc1	1	-4	-1	-6	-6	-15	-1	11	0
COC(=O)c1cc(-n2cccc2)ccc1N1CCOCC1	x	0	1	5	-19	-8	-2	4	-2
COc1ccc(C(=O)Nc2ccc(F)cc2F)cc1OC	3	-5	0	3	-13	-4	1	-1	-3
CCN(Cc1ccccc1)C(c1ccccn1)c1nnnn1C(C)(C)CC (configuration not stated)	23*	-6	-1	-11	-15	-7	-1	5	2
CCOc1ccc(CC(=O)Nc2c(C(N)=O)oc3ccc(Br)cc23)cc1OCC	-1	2	3	8	-5	-4	-1	-1	-6
O/N=C/c1ccc(-c2ccccc2OC(F)(F)F)o1	x	20	3	-15	-5	-11	0	16	-3
Cc1cc(-c2c(C)[nH]n(-c3ccc(Cl)cc3)c2=O)n(-c2ccccc2)n1	-4	1	1	0	-21	-10	-3	0	3
CCCc1cc(=O)[nH]c(SCC(=O)Nc2ccc(Br)cc2Br)n1	8	-11	-3	-12	-8	-4	4	18	-1
CC(C)(C)n1nc2c(c1NC(=O)Cc1cccc3ccccc13)CS(=O)(=O)C2	6	-9	-2	12	-9	-7	10	12	-3
CCn1cc(C(=O)O)c(=O)c2cc3c(cc21)OCO3	5	15	-2	21	x	-10	0	-10	0
CCOC(=O)COc1nc(Nc2ccccc2C)nc(N(C)C)n1	0	4	-2	-13	-13	-8	2	-11	0
Cc1cc(N)n(-c2ccccc2)n1	0	4	-3	-14	-18	1	-1	1	1
CCc1c(C)sc(NC(=O)CSc2nc3c(c(C(F)(F)F)n2)CCc2ccccc2-3)c1C#N	1	0	3	-27	16	-5	-3	0	8
C=CCNC(=O)CCC(=O)NNc1nc2ccccc2c2nc(-c3ccccc3)nn12	0	-2	-1	6	-24	-3	1	-4	0
CCCCC(=NCCO)C1=C(O)C(C(=O)OC)C(C)(C)CC1=O (configuration not stated)	1	7	0	23	-15	-8	1	0	-1
CC(C)(C)NC(=O)NC(=O)COC(=O)C1CC(=O)N(Cc2ccccc2)C1 (configuration not stated)	-3	4	1	-23	-13	-1	-6	-7	-2
Cc1cc2c(c(=O)n1Cc1ccc3c(c1)OCO3)C(c1cccnc1)C(C#N)=C(N)O2 (configuration not stated)	-6	3	-1	5	-14	3	-2	2	2
O=C(CSc1ncnc2nc[nH]c12)Nc1ccc(Br)cc1Cl	x	-4	-1	15	-3	-6	5	17	-1
C/C(N)=C(/C#N)C(=O)COC(=O)C1CCC(C(C)(C)C)CC1 (configuration not stated)	0	6	-7	26	-14	8	0	1	-3
COc1ccc(-c2ccc(-c3noc(-c4ccccc4C)n3)c(OC)n2)cc1	1	2	5	-18	-4	-1	2	2	11
CC(C)CC(/C(O)=C(\C#N)c1nc2ccccc2[nH]1)N1C(=O)c2ccccc2C1=O (configuration not stated)	-5	-6	0	-9	-12	-3	-1	2	3
CCOC(=O)C1=C(C)N(c2nonc2NC(C)=O)C(N)=C(C#N)C1c1ccccc1F (configuration not stated)	4	-10	1	12	13	2	5	1	1
CCCOc1ccc(N2C(=O)CC(N(Cc3ccco3)C(=O)CC)C2=O)cc1 (configuration not stated)	x	-3	2	5	1	-6	4	16	-5
C=CCN(CC=C)CCOc1ccccc1[N+](=O)[O-]	1	15	0	2	-5	-7	2	22	1
O=C(c1cccs1)N1CCN(Cc2ccc3c(c2)OCO3)CC1	-3	-11	2	11	x	-10	4	7	0
CN1C(=O)C(O)(CC(=O)c2ccccn2)c2cc(Br)ccc21 (configuration not stated)	0	10	0	-28	-4	4	3	1	8
COCCCN=C1NN=C(c2cc(C)n(Cc3ccccc3Cl)c2C)CS1	8	-2	1	2	-14	-8	1	18	-6
Cc1ccc2nc(-c3ccc(NC(=O)CN(c4ccccc4C)S(C)(=O)=O)cc3)sc2c1	4	-9	-4	19	-12	-10	-2	3	-4
CC(C)(C)OC(=O)N1CCC[C@H]1C(=O)NCC1CCC(C(=O)O)CC1 (some centres not stated)	3	17	-2	2	-12	-10	0	-7	1
CCN(CC)CCNC(=S)Nc1ccc2nc(N3CCCC3)cc(C)c2c1	11	-7	5	-24	-9	-9	-2	17	-5
CC(C)OC(=O)c1nn2c(C(F)(F)F)cc(-c3ccc(Br)o3)nc2c1Br	3	-2	12	-4	-1	-8	-7	-2	14

A few values from the entries so far.
CCN(Cc1ccccc1)C(c1ccccn1)c1nnnn1C(C)(C)CC (configuration not stated) – Runt-CBFb FRET: -1
CCOC(=O)C1=C(C)N(c2nonc2NC(C)=O)C(N)=C(C#N)C1c1ccccc1F (configuration not stated) – p97 ATPase inh: 5

More structures
SMILES	NPY-Y1 antag	NPY2 pot ag	Runt-CBFb FRET	NPY1 pot ag	MDM2 E3 inh	RBBP9 inhibitor	p97 ATPase inh	Hck-Nef inh	Runt-SMMHC FRET
CCCCCSc1nnc(C)c(=O)[nH]1	11	-10	-3	2	-19	-3	7	5	-6
Cc1ccc(/C=N/NC(=O)c2cccs2)cc1[N+](=O)[O-]	6	-9	x	-10	2	-9	1	-2	-1
COc1ccccc1-c1nnc(SCC(=O)N2CCOCC2)o1	2	1	-2	-4	x	-2	5	-4	2
COc1cccc(-c2c(C#N)c(N)nc3c2c(=O)nc2sccn23)c1	-1	0	1	-4	-20	3	4	-3	0
Cn1c(=O)[nH]c(=O)c2c1nc(NC1CCCCC1)n2Cc1ccccc1	-6	1	0	7	-12	2	-3	-1	5
CCOc1ccc(S(=O)(=O)Nc2cccc(OC)c2)cc1	5	-2	5	-9	-10	-12	-3	3	0

Structural class, those above containing a halogen (15)
SMILES	NPY-Y1 antag	NPY2 pot ag	Runt-CBFb FRET	NPY1 pot ag	MDM2 E3 inh	RBBP9 inhibitor	p97 ATPase inh	Hck-Nef inh	Runt-SMMHC FRET
Cc1ccc(CNC(=O)COC(=O)CCCOc2ccc(Cl)cc2Cl)cc1	-7	-3	-6	-20	10	-4	0	8	-4
CN(C)CCN(C(=O)c1ccc2c(c1)OCCO2)c1nc2ccc(Cl)cc2s1	5	-5	-3	-2	-10	-2	0	-33	-1
COc1ccc(S(=O)(=O)N2CCC(C(=O)N3CCc4ccccc4C3)CC2)cc1Cl	7	-5	1	-6	-11	-4	-3	-13	0
O=C(Nc1ccccc1Cl)Nc1cccnc1Cl	-2	-1	x	4	-15	-4	1	-6	1
COc1ccc(C(=O)Nc2ccc(F)cc2F)cc1OC	3	-5	0	3	-13	-4	1	-1	-3
CCOc1ccc(CC(=O)Nc2c(C(N)=O)oc3ccc(Br)cc23)cc1OCC	-1	2	3	8	-5	-4	-1	-1	-6
O/N=C/c1ccc(-c2ccccc2OC(F)(F)F)o1	x	20	3	-15	-5	-11	0	16	-3
Cc1cc(-c2c(C)[nH]n(-c3ccc(Cl)cc3)c2=O)n(-c2ccccc2)n1	-4	1	1	0	-21	-10	-3	0	3
CCCc1cc(=O)[nH]c(SCC(=O)Nc2ccc(Br)cc2Br)n1	8	-11	-3	-12	-8	-4	4	18	-1
CCc1c(C)sc(NC(=O)CSc2nc3c(c(C(F)(F)F)n2)CCc2ccccc2-3)c1C#N	1	0	3	-27	16	-5	-3	0	8
O=C(CSc1ncnc2nc[nH]c12)Nc1ccc(Br)cc1Cl	x	-4	-1	15	-3	-6	5	17	-1
CCOC(=O)C1=C(C)N(c2nonc2NC(C)=O)C(N)=C(C#N)C1c1ccccc1F (configuration not stated)	4	-10	1	12	13	2	5	1	1
CN1C(=O)C(O)(CC(=O)c2ccccn2)c2cc(Br)ccc21 (configuration not stated)	0	10	0	-28	-4	4	3	1	8
COCCCN=C1NN=C(c2cc(C)n(Cc3ccccc3Cl)c2C)CS1	8	-2	1	2	-14	-8	1	18	-6
CC(C)OC(=O)c1nn2c(C(F)(F)F)cc(-c3ccc(Br)o3)nc2c1Br	3	-2	12	-4	-1	-8	-7	-2	14

Bioassay records: PubChem BioAssay, several laboratories
